TbPYK inhibitor – T. brucei pyruvate kinase inhibition. 410,000 compounds, 0.12% hits. Potency, µM (titrated, usually from 76.8 µM), for the others: top-dose activity, negative = inhibition, hits mostly inhibitors. TbPYK enzyme, Kinase-Glo Plus ATP luminescence, 45 min; also: potency is read from the fitted curve at half-maximal effect; % is scaled to controls: 0 for no effect and ±100 for the full control effect; nearly all actives have a fitted effect of over 50% in size
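ADP (130 uM final) triggers the TbPYK reaction after compound addition; incubation is 45 min at room temperature. Kinase-Glo Plus is then added and luminescence imaged. Normalized data are fitted to concentration-effect curves.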
Pf growth 48h – P. falciparum growth inhibition at 48 hours (one generation) | Potency, µM (titrated, usually from 28.7 µM), inactives show top-dose activity change, negative = inhibition, hits mostly inhibitors | AID 504832 | 310,000 compounds, 5.9% hits | P. falciparum luciferase growth in erythrocytes, 48 h; also: potency is read from the fitted curve at half-maximal effect; % is scaled to controls: 0 for no effect and ±100 for the full control effect
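Compounds are pin-transferred into medium, infected erythrocytes (2% hematocrit, 0.1% parasitemia final) are added, and plates sit one parasite generation at 37 C in 5% CO2. Detection reagent is then added and luminescence measured.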
LmPK inhibitor – LmPK (Leishmania mexicana) enzyme inhibition. Q27686. purified LmPK, Kinase-Glo ATP luminescence, 1 h. Potency, µM (titrated, usually from 57.5 µM), inactives show top-dose activity change, negative = inhibition, usual class: inhibitors. 290,000 compounds, 0.37% hits. AID 1721; also: potency is read from the fitted curve at half-maximal effect; % is scaled to controls: 0 for no effect and ±100 for the full control effect
Target sequence (Q27686 whole entry, looked up): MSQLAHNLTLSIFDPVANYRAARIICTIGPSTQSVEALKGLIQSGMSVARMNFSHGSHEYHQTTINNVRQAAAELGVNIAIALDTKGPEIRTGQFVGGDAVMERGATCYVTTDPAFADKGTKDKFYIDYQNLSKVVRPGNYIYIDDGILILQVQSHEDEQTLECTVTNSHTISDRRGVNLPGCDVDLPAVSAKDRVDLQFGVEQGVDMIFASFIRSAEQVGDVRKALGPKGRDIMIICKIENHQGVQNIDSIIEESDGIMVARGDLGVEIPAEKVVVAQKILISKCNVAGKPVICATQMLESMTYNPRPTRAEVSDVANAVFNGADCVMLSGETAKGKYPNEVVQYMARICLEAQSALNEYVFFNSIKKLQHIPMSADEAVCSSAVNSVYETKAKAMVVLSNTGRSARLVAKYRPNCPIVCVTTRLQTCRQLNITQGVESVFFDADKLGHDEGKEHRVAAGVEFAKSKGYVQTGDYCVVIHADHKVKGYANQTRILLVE
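Purified LmPK (0.1 nM) converted ADP (0.1 mM) to ATP with PEP (0.5 mM) in imidazole buffer pH 7.2 with KCl and MgCl2, 1 h at room temperature. ATP was read by Kinase-Glo luminescence; data normalized to uninhibited and no-enzyme controls.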
HCV inh – HCV inhibition. Huh7.5.1 HCVcc-Cre infection, luciferase reporter, 44 h. 340,000 compounds, 3.4% hits. Potency, µM (series often up to 41.8 µM), without a hit: top-dose activity change, negative = inhibition, actives largely listed as inhibitors; also: potency is read from the fitted curve at half-maximal effect; % is scaled to controls: 0 for no effect and ±100 for the full control effect
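1,000 cells/well; 4 h culture; + compound; + HCVcc-Cre (~0.5 moi); 44 h; luciferase substrate, RT 15 min; read 15 sec.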
Shiga inhibitor – inhibitors of Shiga toxin in Vero cells. inhibition, % at 38.7 µM. AID 2315. Vero cells, Shiga toxin protein synthesis inhibition reporter. 290,000 compounds, 9.2% hits; in the data active = inhibition mostly above about 28%, no sharp cut-off; inactive = mostly below about 43%; also: 0% is about no effect
CHX counter – counter-screen for Shiga toxin inhibitors: cycloheximide protein synthesis inhibition; max response, %; 300,000 compounds, 12% hits; cell reporter, cycloheximide protein synthesis inhibition counterscreen; AID 2314; in the data active = max response mostly above about 13%, no sharp cut-off; inactive = mostly below about 14%; also: read at 38.3 µM for the half of the compounds with a filed dose; 0% is about no effect
Pf growth 96h – P. falciparum growth inhibition at 96 hour, primary screen for plastid delayed-death inhibitors; 320,000 compounds, 6.9% hits; P. falciparum luciferase reporter growth, 96 h; Potency, µM (doses to about 28.7 µM), inactives show top-dose activity change, negative = inhibition, most hits filed as inhibitors; AID 504834; also: potency is read from the fitted curve at half-maximal effect; % is scaled to controls: 0 for no effect and ±100 for the full control effect
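Plates of compound plus infected erythrocytes (2% hematocrit, 0.05% parasitemia final) incubate 96 hours, 37 C, 5% CO2. Detection reagent added; reduced luminescence from the parasites' luciferase reporter flags inhibition.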
* marks the source's active call; other numbers are inactive results; i = inactive; u = inconclusive; x = not tested or not shown; & = joins results of further samples; [ ] = remark or other dose. Unless noted, calls follow the shape of the dose curve; as a rule, active = well fitted curve in the direction sought with a large enough effect; inconclusive = small, poorly fitted or top-dose-only effect, or another doubt; inactive = no such curve, though single readings can be large; an effect the other way counts as inactive or inconclusive.

SMILES | TbPYK inhibitor | Pf growth 48h | LmPK inhibitor | HCV inh | Shiga inhibitor | CHX counter | Pf growth 96h
CCOCCCNc1nc(C(F)(F)F)nc2c1nnn2Cc1ccccc1Cl | 3% | 18%[0.00184 µM] | 0% | 11µM* | -8 | -3 | -20%
O=C(O)CSc1nc(-c2ccccc2)cc(=O)[nH]1 | -5% | x | -1% | -6% | -30 | -2 | 2%
Cc1c(NC(=O)CSc2nncc3ccccc23)c(=O)n(-c2ccccc2)n1C | 3% | -5% | 1% | -1%&-4% | -4 | -2 | 4%
CCOC(=O)/C(=N\Nc1cc(C(F)(F)F)ccc1Cl)N(CC)CC | -10% | x | 4% | 0% | -9 | -3 | 23%
COc1cccc2cc(-c3n[nH]c(=S)n3C)oc12 | u | u | -12% | -3% | 11 | -2 | 43%[activator]
COc1ccc(C2CC(=O)C=C(NCCC(C)C)C2)cc1 (stereo unspecified) | -7% | u | 5% | 6% | 14 | 8 | -20%
O=P(Nc1cccc(Cl)c1)(Oc1ccccc1)Oc1ccccc1 | 0% | u | -1% | -8% | 15 | 9 | u
COCCn1c(=O)c2c(nc3n2CC(C)CN3CCc2ccccc2)n(C)c1=O (stereo unspecified) | 8% | -17% | -3% | 1% | -2 | -3 | u
Cc1cc(OCCCCCn2ccnc2)cc(C)c1Cl | -6% | 2% | 1% | u | 20 | 5 | 150%[activator]
CCOc1ccccc1Nc1nnc(SCc2nnc(-c3cc(OC)c(OC)c(OC)c3)o2)s1 | -4% | u | -3% | u | -9 | -1 | u
Cc1cccc(NC(=O)CCNS(=O)(=O)c2cccc3nonc23)c1C | -1% | -7% | -1% | 17% | -4 | -5 | -4%
O=C(CCC(=O)NCc1ccccc1)NCc1ccccc1 | 11% | 11% | 3% | 4% | -5 | -2 | 13%
COc1ccc(CCNC(=O)CCNS(=O)(=O)c2cccc3nsnc23)cc1OC | 0% | 5% | -2% | 5%&-6% | -10 | -2 | 40%[activator]
Cc1ccc(-n2nc(C(=O)O)cc2-c2ccc(Cl)cc2)cc1 | -2% | i | -1% | -13% | -8 | 11 | -33%
OC(CN1CCCCC1)CN(c1ccccc1)c1ccccc1 (stereo unspecified) | -1% | x | -1% | -5% | -16 | -2 | 9.3µM*
CCOC(=O)c1sc(NC(=O)CN2C(=O)C3CC=CCC3C2=O)nc1C (stereo unspecified) | -6% | -1% | x | 5% | x | x | 21%
CN(C)S(=O)(=O)c1ccc(NS(=O)(=O)/C=C/c2ccccc2)cc1 | 11% | -16% | -3% | -2% | 19 | -4 | x
CC(=O)c1sc(NC(=O)COc2ccc(Cl)cc2Cl)nc1C | -2% | 30% | 0% | -20% | 5 | 8 | u
CCCCOc1ccc(Cc2cnc(N)nc2N)cc1 | 2% | u | -1% | u | 20 | 2 | u
O=C(COC(=O)CCNS(=O)(=O)c1ccccc1)NC(=O)Cc1ccccc1 | 0% | 7% | x | 2% | x | x | 7%
COc1ccc(Br)cc1C(=O)Nc1ccc(NC(=O)c2ccco2)cc1 | -1% | x | 0% | -14% | 10 | 18 | 42%[activator]
O=C(CSc1nc2[nH]ncc2c(=O)[nH]1)Nc1ccccc1 | 3% | 13% | -5% | 1% | 11 | -2 | 40%[activator]
N[C@@H](Cc1c[nH]c2ccccc12)c1nnc(SCc2ccccc2F)o1 | -4% | 60%[activator] | 1% | 1% | -6 | -1 | u
OC(CNC1CCCC1)COc1ccc(F)cc1 (stereo unspecified) | 4% | -5% | 0% | 2% | -14 | -1 | -2%
CC(O)C(C(=O)OCc1ccc([N+](=O)[O-])cc1)N1C(=O)c2ccccc2C1=O (stereo unspecified) | 3% | 3% | x | 2% | 24 | 0 | 9%
c1ccc(-c2cncnc2)nc1 | -2% | 6% | x | 8% | x | x | 46%[activator]
CCC(C)NC(=O)Nc1ccc(F)c(Cl)c1 (stereo unspecified) | -1% | 20% | 0% | -23% | 34 | 23* | -11%
Cc1cccc2cc(CN(Cc3ccc4c(c3)OCO4)Cc3nnnn3C3CCCC3)c(=O)[nH]c12 | 1% | u | 9% | -24% | -18 | -3 | 5%
C=CCNC(=O)COC(=O)C1CCN(S(=O)(=O)c2ccc3c(c2)OCCO3)CC1 | -3% | 10% | -11% | 26% | 9 | 4 | -21%
O=C(CSc1ccc(-c2ccccn2)nn1)NCc1ccccc1 | -5% | -5% | -4% | -12% | -8 | 5 | -16%
Nc1nonc1-n1nnc(C(=O)N/N=C/c2ccc3c(c2)OCO3)c1-c1ccccc1 | -4% | u | 2% | u | 53 | -2 | u
COc1ccc(CNCCc2c[nH]c3ccccc23)cc1OC | 40% | -15% | 3% | 2% | 3 | -5 | 6%
Cc1nn(-c2ccccc2)c(Cl)c1C(=O)NCc1cccs1 | -11% | 3% | -3% | -2% | 5 | -2 | u
OC1CCCN(Cc2cn(Cc3ccccc3)nc2-c2cc3ccccc3o2)C1 (stereo unspecified) | 0% | u | -6% | u | -17 | -2 | -15%
COc1cc(/C=C2/C(=O)ON=C2C)cc(Cl)c1O | -6% | 15% | 4% | 18% | -18 | -5 | 0%
Cc1ccc(/C=N/n2c(-c3cccnc3)n[nH]c2=S)s1 | u | 13% | -4% | 4% | 7 | -3 | -43%
COc1cccc(C(=O)Nc2ccc3ccccc3c2)c1 | 3% | 305%[activator] | -1% | u | x | 40* | -68%
O=[N+]([O-])c1cccc(/C=N/N2CCN(Cc3ccccc3)CC2)c1 | -4% | 172%[activator] | 3% | 8% | 83* | 27* | u
CCN(CCCNC(=O)C1CCN(S(=O)(=O)CC)CC1)c1cccc(C)c1 | -2% | -21% | 5% | -16% | -3 | 1 | 144%[activator]
CCc1ccc(NC(=O)N(CCCOC(C)C)C2CCN(C(C)=O)CC2)cc1 | -1% | u | -4% | -4% | -6 | 0 | 11%
O=C(CSc1nccn1-c1ccccc1)c1ccc(Cl)cc1 | -4% | 3% | -2% | -3% | 83* | 30* | 14%
Cc1oc(-c2ccccc2Cl)nc1CS(=O)CC(=O)NCCCN1CC(C)CC(C)C1 (stereo unspecified) | -4% | 6% | -3% | -24% | -8 | -2 | u
Cc1[nH]c2c(ccc3cccnc32)c1C | 2% | 18% | -1% | -31% | 41* | 17* | 19%
Cc1cccc(NC(=O)C2C3C=CC(C4CC34)C2C(=O)O)c1 (stereo unspecified) | 1% | 7% | 3% | 16% | 17 | 13 | 21%
N#CCCN/N=C(\Cc1nc2ccccc2[nH]1)c1ccccc1 | -4% | x | 11% | 7% | 39 | 19 | u

An excerpt from above in order of heavy-atom count, falling:
SMILES | TbPYK inhibitor | Pf growth 48h | LmPK inhibitor | HCV inh | Shiga inhibitor | CHX counter | Pf growth 96h
Cc1cccc2cc(CN(Cc3ccc4c(c3)OCO4)Cc3nnnn3C3CCCC3)c(=O)[nH]c12 | 1% | u | 9% | -24% | -18 | -3 | 5%
CCOc1ccccc1Nc1nnc(SCc2nnc(-c3cc(OC)c(OC)c(OC)c3)o2)s1 | -4% | u | -3% | u | -9 | -1 | u
Cc1oc(-c2ccccc2Cl)nc1CS(=O)CC(=O)NCCCN1CC(C)CC(C)C1 (stereo unspecified) | -4% | 6% | -3% | -24% | -8 | -2 | u
COc1ccc(CCNC(=O)CCNS(=O)(=O)c2cccc3nsnc23)cc1OC | 0% | 5% | -2% | 5%&-6% | -10 | -2 | 40%[activator]
OC1CCCN(Cc2cn(Cc3ccccc3)nc2-c2cc3ccccc3o2)C1 (stereo unspecified) | 0% | u | -6% | u | -17 | -2 | -15%
CCOCCCNc1nc(C(F)(F)F)nc2c1nnn2Cc1ccccc1Cl | 3% | 18%[0.00184 µM] | 0% | 11µM* | -8 | -3 | -20%
CCN(CCCNC(=O)C1CCN(S(=O)(=O)CC)CC1)c1cccc(C)c1 | -2% | -21% | 5% | -16% | -3 | 1 | 144%[activator]
COc1ccc(Br)cc1C(=O)Nc1ccc(NC(=O)c2ccco2)cc1 | -1% | x | 0% | -14% | 10 | 18 | 42%[activator]
O=[N+]([O-])c1cccc(/C=N/N2CCN(Cc3ccccc3)CC2)c1 | -4% | 172%[activator] | 3% | 8% | 83* | 27* | u
OC(CN1CCCCC1)CN(c1ccccc1)c1ccccc1 (stereo unspecified) | -1% | x | -1% | -5% | -16 | -2 | 9.3µM*
Cc1cccc(NC(=O)C2C3C=CC(C4CC34)C2C(=O)O)c1 (stereo unspecified) | 1% | 7% | 3% | 16% | 17 | 13 | 21%
COc1ccc(C2CC(=O)C=C(NCCC(C)C)C2)cc1 (stereo unspecified) | -7% | u | 5% | 6% | 14 | 8 | -20%
CCCCOc1ccc(Cc2cnc(N)nc2N)cc1 | 2% | u | -1% | u | 20 | 2 | u
COc1cc(/C=C2/C(=O)ON=C2C)cc(Cl)c1O | -6% | 15% | 4% | 18% | -18 | -5 | 0%
CCC(C)NC(=O)Nc1ccc(F)c(Cl)c1 (stereo unspecified) | -1% | 20% | 0% | -23% | 34 | 23* | -11%
Cc1[nH]c2c(ccc3cccnc32)c1C | 2% | 18% | -1% | -31% | 41* | 17* | 19%

Going on with the list.
SMILES | TbPYK inhibitor | Pf growth 48h | LmPK inhibitor | HCV inh | Shiga inhibitor | CHX counter | Pf growth 96h
Cc1ccc(S(=O)(=O)N2CCCCC2)cc1NC(=O)c1cncc(Br)c1 | 0% | u | x | -21% | x | x | u
NC(N)=NCCN1CCCCCCC1 | 0%[33.2 µM] | -29%[12.8 µM] | x | x | x | x | u
N#CC1=C(N)OC2=C(C(=O)CC(c3ccccc3)C2)C1c1cccnc1 (stereo unspecified) | 4% | -34% | 4% | 9% | 9 | -4 | u
Cn1c(=O)c([N+](=O)[O-])c(N2CCN(Cc3ccc4c(c3)OCO4)CC2)c2ccccc21 | -3% | 12µM* | 6% | -29% | 12 | 8 | 12µM*
CCn1c(C)[n+](CC)c2ccc(S(=O)(=O)NC)cc21 | -4% | 24% | -8% | 14% | -31 | -4 | 3%
CC(C)N(C)Cc1nnnn1CC(=O)NCCc1cccc(C(F)(F)F)c1 | 3% | -5% | 1% | 26% | -5 | 7 | u
CCn1ccc(C(=O)NC2=NCCS2)n1 | 2% | 42%[activator] | 0% | -20% | 31* | 17 | 44%[activator]
COc1ccc(N(C(=O)Cc2cccs2)C(C(=O)NC2CCCC2)c2ccncc2)cc1OC (stereo unspecified) | 0% | -14% | 3% | 18% | -13 | 1 | u
Cc1ccc(NCC(=O)c2ccccc2)cc1Cl | -16% | u | -8% | -4% | 102* | 24* | u
CCC(Sc1ncccc1C(=O)O)C(=O)N1CCCC1 (stereo unspecified) | 1% | -19% | 6% | -10% | -7 | -5 | -5%

High-throughput results: PubChem BioAssay, National Center for Advancing Translational Sciences (NCATS)

Compounds were not picked by outcome (roughly 24% active in at least one column).
